# CXCR6 inh: CXCR6 receptor inhibitors, primary screen, cell-based, beta-arrestin, luminescence, CHO-K1 PathHunter, 1536-well; C-X-C chemokine receptor type 6 (Homo sapiens), O00574; inhibition, % at 20 µM; 360,000 compounds, 0.36% hits; AID 602244, 2012; in the data active = inhibition above about 34%, passing the limit was not always enough;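 note: antagonist mode with CXCL16 agonist at 10 nM final; 0% = 10 nM CXCL16 with DMSO and 100% = unstimulated wells without agonist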
# Mdm2 MdmX PPI: inhibitors of human Mdm2-MdmX association, primary screen, cell-based, luminescence, split luciferase, SaOS-2, uHTS. SaOS-2 split-luciferase Mdm2/MdmX complementation. inhibition, % at 8 µM. 330,000 compounds, 3% hits. AID 485346, 2010;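 active = inhibition of at least 50% at 8 µM in the primary screen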
# Target sequence (O15151 whole entry, looked up): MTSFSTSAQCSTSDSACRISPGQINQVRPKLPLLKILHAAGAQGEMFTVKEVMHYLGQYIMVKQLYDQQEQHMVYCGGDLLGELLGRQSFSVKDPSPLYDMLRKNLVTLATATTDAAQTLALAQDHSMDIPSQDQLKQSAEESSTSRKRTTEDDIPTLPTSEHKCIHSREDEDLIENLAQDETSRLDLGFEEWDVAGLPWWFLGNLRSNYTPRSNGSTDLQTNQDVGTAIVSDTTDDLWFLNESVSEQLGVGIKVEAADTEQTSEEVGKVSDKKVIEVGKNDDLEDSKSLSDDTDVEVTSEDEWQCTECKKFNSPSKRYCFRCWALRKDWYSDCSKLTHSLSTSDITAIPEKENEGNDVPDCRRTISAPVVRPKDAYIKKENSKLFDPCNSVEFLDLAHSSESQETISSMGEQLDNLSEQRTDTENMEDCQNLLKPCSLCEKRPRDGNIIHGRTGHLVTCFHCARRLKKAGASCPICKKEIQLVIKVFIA
# Target sequence (Q00987 whole entry, looked up): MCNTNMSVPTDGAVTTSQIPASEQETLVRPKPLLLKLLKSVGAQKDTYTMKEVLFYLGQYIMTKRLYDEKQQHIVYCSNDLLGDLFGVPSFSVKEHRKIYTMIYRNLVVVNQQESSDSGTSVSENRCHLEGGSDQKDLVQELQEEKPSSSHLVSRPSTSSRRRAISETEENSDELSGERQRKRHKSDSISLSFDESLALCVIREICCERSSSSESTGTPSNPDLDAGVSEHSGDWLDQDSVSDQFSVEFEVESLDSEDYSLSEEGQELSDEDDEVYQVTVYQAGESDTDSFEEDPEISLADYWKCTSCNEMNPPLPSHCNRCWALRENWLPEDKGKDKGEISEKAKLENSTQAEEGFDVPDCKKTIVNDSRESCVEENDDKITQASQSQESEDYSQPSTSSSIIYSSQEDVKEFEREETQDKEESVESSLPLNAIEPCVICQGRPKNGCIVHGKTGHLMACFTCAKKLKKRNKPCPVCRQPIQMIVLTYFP
# CCR6 antag: CCR6 receptor antagonists, primary screen, cell-based, CHO-K1, luminescence, beta-arrestin, uHTS. CHO-K1 CCR6 PathHunter beta-arrestin, CCL20-stimulated. inhibition, % at 20 µM. 340,000 compounds, 0.49% hits. AID 493098, 2011;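 active = compounds whose inhibition of the agonist-driven luminescence signal at 20 µM reaches about 50%, limit read from the data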;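 note: cells stimulated with CCL20 at 14 nM final; plate controls were DMSO with CCL20 for no effect and DMSO without agonist for full effect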
# UPR CHOP act: activators of apoptotic CHOP UPR arm, primary screen, cell-based, CHO-CHOP luciferase reporter, luminescence, uHTS | UPR activation; percent of tunicamycin response over DMSO baseline | activation, % at 10 µM | 330,000 compounds, 0.34% hits;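 active = at 10 µM dose, activation of 40% or more, normalized to positive control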;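 note: 100% = tunicamycin at 10 µg/mL and 0% = DMSO alone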
#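 System: CHO-CHOP luciferase reporter cell line | Buffer or medium: F12 medium containing 10% fetal bovine serum | Doses: One dose, 10 µM in 0.5% DMSO | Times: 6 h compound exposure at 37 °C after overnight seeding | Signal: Luciferase luminescence | Read-out: % activation vs tunicamycin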
# Gli-Sufu antag: Gli-Sufu pathway antagonists, primary screen, luciferase luminescence, Sufu-KO-LIGHT cells, uHTS; 340,000 compounds, 0.74% hits; inhibition, % at 5 µM; Sufu-KO-LIGHT fibroblasts, Gli luciferase reporter luminescence;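 active = inhibition above about 55%, limit read from the data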;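 note: 0% = DMSO-treated cells and 100% = wells with medium but no cells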
# Jurkat NFkB inh: inhibitors of induced NF-kB luciferase reporter, primary screen, TCR NF-kB activation inhibitor project, cell-based, luminescence, uHTS. Jurkat, PMA/ionomycin-induced NF-kB luciferase reporter. inhibition, % at 4 µM. 330,000 compounds, 0.53% hits. AID 435003, 2010; in the data active = inhibition above about 50%
# 697 NFkB inh: inhibitors of PMA/ionomycin-induced NF-kB reporter, 697 cells, primary screen, B-cell NF-kB inhibitor project, cell-based, luminescence, uHTS. AID 435022, 2010. 330,000 compounds, 0.33% hits. inhibition, % at 4 µM. 697 B-cell NF-kB luciferase reporter, 16 h; in the data active = inhibition above about 35%
# UPR XBP1 act: activators of adaptive XBP1 UPR arm, primary screen, cell-based, CHO-XBP1 luciferase reporter, luminescence, uHTS; IRE1-XBP1 UPR activation; percent of tunicamycin response, DMSO as zero; activation, % at 20 µM; 330,000 compounds, 0.33% hits;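 active = versus positive control, 20 µM dose yields 30% or more activation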;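 note: 100% = tunicamycin at 10 µg/mL and 0% = DMSO only wells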
#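 Test system: CHO-XBP1 luciferase reporter cells | Buffer or medium: Serum-containing F12 medium, 10% FBS | Schedule: 6 h compound exposure at 37 °C, 5% CO2 | Detection: Steady-Glo luciferase glow luminescence, 10 min after reagent addition | Read-out basis: Activation, % of tunicamycin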
# EBI2 antag: EBI2 receptor antagonists, beta-arrestin recruitment, primary screen, cell-based, luminescence, 7a,25-OHC stimulation, uHTS. inhibition, % at 5 µM. 7a,25-OHC stimulated. 360,000 compounds, 0.81% hits. G-protein coupled receptor 183 (Homo sapiens), P32249; in the data active = inhibition above about 38%;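 note: enzyme fragment complementation signal reports receptor beta-arrestin coupling in cells; 0% = agonist plus DMSO wells and 100% = wells without agonist; some results beyond the cut were filed as inactive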
# * hit, by the source's call; x = not tested or not shown.
SMILES,CXCR6 inh,Mdm2 MdmX PPI,CCR6 antag,UPR CHOP act,Gli-Sufu antag,Jurkat NFkB inh,697 NFkB inh,UPR XBP1 act,EBI2 antag
COc1ccc(/C=N/n2cnnc2SCCO)cc1OC,-22,4,-9,0.3,3,7,15,3,-3
CC(=NCC1CCCO1)c1c(O)[nH]c(=O)[nH]c1=O (stereo not drawn),-1,60*,4,-1.3,3,-4,-54,3,-12
O=C1C(NS(=O)(=O)c2cccs2)=C(N2CCN(Cc3ccccc3)CC2)C(=O)c2ccccc21,13,41,22,3.2,-5,15,8,1,-6
O=c1[nH]c(N/N=C\c2ccc(F)cc2)nc2ccccc12,2,-82,0,4.5,-30,-88,-124,4,3
CC(C)CCNC(=O)C1CC(c2ccccc2[N+](=O)[O-])=NO1 (stereo not drawn),-4,1,3,0.9,-12,-7,8,0,2
CC1=C(C(=O)OC(C)C)C(c2cncc(-c3ccc(F)cc3)c2)C(C#N)=C(N)O1 (stereo not drawn),-4,8,-27,-0.3,3,-1,18,-6,4
CCOc1cc(/C=N/NC(=O)c2ccc(CN3CCOCC3)cc2)ccc1OC,8,11,-1,-2.6,6,-4,-1,2,-8
O=C(NC(=S)N1CCN(c2ccccc2)CC1)c1ccccc1,11,3,x,0.8,x,-18,-11,0,2
COc1ccccc1NC(=O)Nc1ccccc1C#N,-9,-19,1,-1.0,22,-9,-4,-5,-17
CCOC(=O)Cn1nc(C)cc1NC(=O)c1cc(OC)c(OC)c(OC)c1,-1,26,6,5.4,-3,3,17,0,6
O=C(CSc1nnc(-c2cccnc2)n1Cc1ccccc1)NCc1ccccc1,1,3,7,1.3,3,7,-3,-2,2
Cc1[nH]c2ccccc2c1-c1csc(NC(=O)CSCCO)n1,-4,9,-3,-1.3,-10,-2,-6,0,-3
O=S(=O)(c1ccccc1C(F)(F)F)N1CCN(CC(O)COc2ccccc2F)CC1 (stereo not drawn),-5,x,2,x,10,x,x,x,38
Cc1ccc(Cl)c2c1NC(=O)C2(O)CC(=O)c1ccc(Br)cc1 (stereo not drawn),-3,18,13,3.3,7,4,-15,2,5
Cc1cc(C)c2nc(-n3nc(C)cc3N)cc(C)c2c1,0,-21,7,5.9,-70,-57,-65,6,17
COc1ccc(C2/C=C\CN(C(=O)CC(C)(C)C)CC(=O)N2Cc2ccc(F)cc2)cc1 (stereo not drawn),16,16,10,-3.2,-13,-5,1,-2,-6
CCc1cc[n+](C2=C([O-])c3ccccc3C(=O)/C2=N\S(=O)(=O)c2cccs2)cc1,5,29,14,6.0,20,31,2,-2,-11
CCCC(NC(=O)c1ccco1)c1nc2ccccc2[nH]1 (stereo not drawn),0,19,-7,-0.2,1,-9,2,-2,-3
CCCCCCCC(=O)OC(CN1CCCCCC1)CN1CCCC1=O (stereo not drawn),8,-12,6,0.0,5,-10,-7,-2,0
CCCn1c(C)cc(C(=O)CN2C(=O)c3cccc(N)c3C2=O)c1C,2,-38,3,3.6,-89,-14,-53,2,3
CCOC(=O)[C@H]1[C@H]2COc3ccc(OC)cc3[C@@H]2N2C(=O)CN(Cc3ccc(Cl)cc3)C(=O)[C@@]12C,-1,7,3,1.8,-8,-3,10,-4,13
O=C(O)/C=C\C(=O)N1CCc2ccccc21,4,-18,-1,-0.1,-4,4,14,-3,-1
CCOC(=O)c1cnc2ccc(OCC)cc2c1NCCCN1CCOCC1,5,3,-3,4.3,39,4,-7,-3,20
CCN(CC(=O)NCc1cccs1)C(=O)CCOc1ccccc1C,-1,18,16,2.9,-3,11,11,-2,0
COc1ccc(-n2nc3c(c2NC(=O)c2ccc(S(=O)(=O)N4CCOCC4)cc2)CS(=O)C3)cc1 (stereo not drawn),-1,25,5,-1.4,-2,-3,-9,5,0
COC(=O)c1ccc(Nc2ncnc3sccc23)cc1,-3,2,7,3.4,-25,-54,-68,3,-7
Nc1nc(Cl)c(C=O)c(N2CCCCC2)n1,-2,13,-20,-0.7,-3,5,7,-3,1
COCc1cc(CN2CCCC(C(=O)Nc3cccc(-n4cnnn4)c3)C2)ccc1OC (stereo not drawn),2,9,x,-1.9,x,9,0,-4,-2
Cc1cccc(C)c1NC(=S)NC(=O)CCc1ccccc1,0,37,11,0.6,1,-1,-10,-3,-1
Cn1c(=O)cc2c3c(c(N4CCCCC4)ccc31)C(=O)c1ccccc1-2,16,21,32,0.1,9,7,12,13,4

# Complete entries, quoted from the list. Values in the order: CXCR6 inh | Mdm2 MdmX PPI | CCR6 antag | UPR CHOP act | Gli-Sufu antag | Jurkat NFkB inh | 697 NFkB inh | UPR XBP1 act | EBI2 antag
# Entry for `Cc1cccc(C)c1NC(=S)NC(=O)CCc1ccccc1` → 0 | 37 | 11 | 0.6 | 1 | -1 | -10 | -3 | -1
# Entry for `COc1ccc(-n2nc3c(c2NC(=O)c2ccc(S(=O)(=O)N4CCOCC4)cc2)CS(=O)C3)cc1` (stereo not drawn) → -1 | 25 | 5 | -1.4 | -2 | -3 | -9 | 5 | 0
# Entry for `Nc1nc(Cl)c(C=O)c(N2CCCCC2)n1` → -2 | 13 | -20 | -0.7 | -3 | 5 | 7 | -3 | 1

# (listing goes on)
SMILES,CXCR6 inh,Mdm2 MdmX PPI,CCR6 antag,UPR CHOP act,Gli-Sufu antag,Jurkat NFkB inh,697 NFkB inh,UPR XBP1 act,EBI2 antag
COC(=O)c1nnn(-c2nc(N3CCOCC3)nc(N3CCOCC3)n2)c1C,-4,-15,4,0.7,0,1,10,1,-1
CCOC(=O)c1c(-c2ccc(C)cc2)csc1NC(=O)c1cccc(N2C(=O)CCC2=O)c1,4,27,-1,2.0,5,10,7,1,3
NC(=O)C1(Nc2ccc(Cl)cc2)CCCC1,6,x,1,x,13,x,x,x,-2
COc1cc(/C=N/N2CCN(C3c4ccccc4-c4ccccc43)CC2)ccc1O,2,48,-26,-0.3,7,-2,4,-3,15
CCC(Sc1nnc2c3ccccc3n(CC)c2n1)C(=O)Nc1sc2c(c1C#N)CCCC2 (stereo not drawn),10,3,12,12,0,-19,-20,163*,9
Cc1nn(-c2ccccc2)c2c1c(C)c(CCC(=O)N1CCOCC1)c(=O)n2C,1,4,11,1.8,-1,-3,-6,-6,-10
O=C(NCC(c1ccc(F)cc1)N1CCOCC1)c1ccc(C(=O)c2ccccc2)cc1 (stereo not drawn),-3,8,16,-0.3,6,-3,6,0,-10
Cc1cc(N)ccc1N=Nc1c(C)n(C)n(-c2ccccc2)c1=O,-13,1,4,3.7,-35,-25,-32,0,-7
O=C(NCCCN1CCOCC1)c1cc(-c2ccc(Cl)s2)nc2ccccc12,0,-24,6,1.5,5,-1,-1,1,1
O=C(O)C1CCCN1C(=O)Nc1ccc(F)cc1 (stereo not drawn),-12,0,-17,-4.2,1,-14,-5,2,-2
COc1ccc(C(=O)NNC2=Nc3cccc4cccc2c34)cc1,8,28,3,1.7,0,0,16,4,9
O=C(Cc1cc(C(=O)O)c2ccccc2n1)Nc1ccccc1,-7,8,-10,1.6,-1,-10,14,2,2
CCOP(=O)(OCC)C(Nc1cccc([N+](=O)[O-])c1)c1ccc(OC)cc1 (stereo not drawn),7,5,13,-1.3,-10,5,-4,-3,10
O=C(c1ccc(CN2CCOCC2)cc1)N1CCN(c2ccccc2)CC1,-5,14,-20,-0.2,-16,4,-7,0,-13
CCOc1cc(C(=O)Nn2cnnc2)cc(OCC)c1OCC,-2,24,5,-0.8,-2,-5,19,1,-3
CC1=C(C(=O)OCc2ccccc2)C(c2ccco2)C2=C(CC(C)(C)CC2=O)N1 (stereo not drawn),20,17,28,0.2,-3,4,-7,-4,6
CCCCn1c(N)c(N(CC(C)C)C(=O)COC(=O)C2(c3ccccc3)CC2)c(=O)[nH]c1=O,10,22,-1,1.4,-2,2,21,-2,6
COCCCNC(=O)CN(c1cc([N+](=O)[O-])ccc1OC)S(C)(=O)=O,5,-24,-8,-0.6,-2,-6,-6,-3,-1
Cc1cccc(C)c1OCC(=O)NC(Cc1c[nH]c2ccccc12)C(=O)O (stereo not drawn),4,-6,14,-1.8,-8,2,0,0,-17
CC1(C)Cc2c(sc3c2c(=N)n(Cc2ccco2)c(=O)n3CC(=O)Nc2ccccc2)CO1,2,8,15,-0.3,-2,-8,-9,-1,9
CN(Cc1nc(-c2ccccn2)no1)S(=O)(=O)c1ccc(Cl)cc1,-4,11,4,-1.1,-3,2,3,0,-3
N#Cc1ccc(NC(=O)Cn2cnc(S(=O)(=O)N3CCCCC3)c2)cc1,1,-10,2,0.1,-19,7,-14,-5,3
O=c1[nH]c(=S)[nH]c2nccnc12,7,x,14,x,-2,x,x,x,-8
Cc1nn(C)cc1CNC(=O)c1cccc(F)c1,-1,-14,9,-0.4,20,-4,30,0,-18
COc1cc2oc(=O)cc(-c3ccc(-c4ccc(F)c(Cl)c4)cc3)c2c(OC)c1OC,-6,39,16,2.7,-1,x,5,-1,1
CN1CCN2c3ncccc3Cc3ccccc3[C@@H]2C1,7,8,3,0.7,17,2,13,-5,10

# For reference, five of the compounds above.
SMILES,CXCR6 inh,Mdm2 MdmX PPI,CCR6 antag,UPR CHOP act,Gli-Sufu antag,Jurkat NFkB inh,697 NFkB inh,UPR XBP1 act,EBI2 antag
N#Cc1ccc(NC(=O)Cn2cnc(S(=O)(=O)N3CCCCC3)c2)cc1,1,-10,2,0.1,-19,7,-14,-5,3
O=c1[nH]c(=S)[nH]c2nccnc12,7,x,14,x,-2,x,x,x,-8
Cc1nn(C)cc1CNC(=O)c1cccc(F)c1,-1,-14,9,-0.4,20,-4,30,0,-18
COc1cc2oc(=O)cc(-c3ccc(-c4ccc(F)c(Cl)c4)cc3)c2c(OC)c1OC,-6,39,16,2.7,-1,x,5,-1,1
CN1CCN2c3ncccc3Cc3ccccc3[C@@H]2C1,7,8,3,0.7,17,2,13,-5,10
